LMNA splice mod = changes lamin A minigene splicing in HeLa cells; HeLa LMNA splicing GFP/RFP minigene ratio, 48 h; Potency, µM (doses to about 46.1 µM), without a hit: top-dose ratio change, negative = inhibition, usual class: inhibitors; 200,000 tested, 0.01% active; active = well fitted inhibition curve with a large enough effect in the signal ratio, with a control signal flat, not every such curve was filed as active; inconclusive = small, poorly fitted or top-dose-only effect, or effect the other way, or a change in a side signal; the % refers to the signal ratio; note: potency is the fitted concentration of half-maximal effect; % is set by controls: 0 for no effect and ±100 for the full control effect
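S3 HeLa cells stably expressing lamin A-EGFP splicing minigene plus DsRed2, 600 cells/well, 48 h compound exposure at 37C. Laser-scanning cytometry; analysed as GFP (500-530 nm)/RFP (575-640 nm) total intensity ratio; 0.5% DMSO vehicle.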
Luc counter = counter-screen: inhibitors of Kinase-Glo firefly luciferase. 200,000 tested, 0.28% active. Q27757. Kinase-Glo luciferase, ATP luminescence, 8 min. Potency, µM (doses to about 38.3 µM), for the others: at the highest dose activity change, negative = inhibition, actives largely listed as inhibitors; note: potency is the fitted concentration of half-maximal effect; % is set by controls: 0 for no effect and ±100 for the full control effect; nearly all actives have a fitted effect of over 60% in size
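Compound is pinned into ATP-containing buffer (10 uM ATP, imidazole pH 7.2, 7 mM MgCl2). Kinase-Glo luciferase reagent is then added. Light output is recorded following an 8-min room-temperature incubation.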
HttQ103 aggreg = mutant huntingtin aggregation inhibition | Potency, µM (titrated, usually from 46.1 µM), for the others: at the highest dose activity change, negative = inhibition, most hits filed as inhibitors | 220,000 tested, 1.1% active | PC12 HttQ103-GFP aggregates, Acumen cytometry, 40 h | AID 1688; note: potency is the fitted concentration of half-maximal effect; % is set by controls: 0 for no effect and ±100 for the full control effect; nearly all actives have a fitted effect of over 60% in size
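Using laser scanning cytometry, GFP-positive aggregates were counted after lysis of PC12 cells induced with 100 nM tebufenozide to express HTT exon 1 Q103–GFP. Compounds were tested in titration.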
NPSR antagonist = antagonists of human neuropeptide S receptor cAMP signaling; CHO-NPSR cells, cAMP TR-FRET, antagonist mode; Potency, µM (highest dose often 38.3 µM), inactives show at the highest dose activity change, negative = inhibition, most hits filed as inhibitors; 220,000 tested, 1% active; Q6W5P4; note: potency is the fitted concentration of half-maximal effect; % is set by controls: 0 for no effect and ±100 for the full control effect; nearly all actives have a fitted effect of over 50% in size; many of its hits are not listed in these tables
Target sequence (Q6W5P4 whole entry, looked up): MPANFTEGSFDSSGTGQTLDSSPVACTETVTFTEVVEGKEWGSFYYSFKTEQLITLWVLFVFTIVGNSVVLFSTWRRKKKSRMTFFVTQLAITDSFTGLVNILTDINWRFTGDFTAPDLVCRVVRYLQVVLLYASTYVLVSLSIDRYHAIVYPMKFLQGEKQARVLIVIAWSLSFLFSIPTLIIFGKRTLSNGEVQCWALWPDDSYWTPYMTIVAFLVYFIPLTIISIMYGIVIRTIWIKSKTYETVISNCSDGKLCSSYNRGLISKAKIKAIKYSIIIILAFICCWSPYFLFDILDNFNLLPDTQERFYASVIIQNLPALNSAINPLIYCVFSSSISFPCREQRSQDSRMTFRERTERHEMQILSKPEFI
Epigenetic derep = epigenetic control regulation, reporter derepression; murine LDR cells, GFP reporter derepression, 30 h; Potency, µM (series often up to 53.9 µM), for the others: at the top dose GFP activation, actives largely listed as activators; 280,000 tested, 0.2% active; AID 1865; note: potency is the fitted concentration of half-maximal effect; % of control where 0% means no effect; nearly all actives have a fitted effect of over 60% in size
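Murine LDR cells carrying a silenced, genomically integrated CMV-driven GFP reporter were exposed to compound for 30 hours at 37 C. After PBS washes, GFP-positive cells (20–120 um objects) were counted by laser-scanning microplate cytometry.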
IMPase Li cell = cell-permeable IMPase inhibitors with lithium potentiation. CHO-M1 cells, IP1 TR-FRET (IP-One), carbachol + lithium. 210,000 tested, 0.35% active. Potency, µM (series often up to 59.4 µM), for inactives: at the highest dose activity, negative = IMPase inhibition, hits mostly inhibitors;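 note: IP1 builds up when IMPase is blocked and the TR-FRET signal falls; potency is the fitted concentration of half-maximal effect; plate controls were basal vehicle for no effect and high inhibitor control for full effect; nearly all actives have a fitted effect of over 50% in size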
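CHO-M1, 2000 cells/well, 16–30 h culture; cpd + low Li+, 30 min 37C; lysis with d2-IP1/Eu-anti-IP1 Ab, 10 min RT; TR-FRET 665/620 ratio and 620 channel; AC50 via Hill.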
CBFb-RUNX1 inh = blocks binding between human CBF-beta and RUNX1; AlphaScreen CBFb-His/RUNX1-biotin binding, biochemical; Potency, µM (highest dose often 59.8 µM), without a hit: top-dose activity, negative = inhibition, most hits filed as inhibitors; 230,000 tested, under 10 active; note: % of control where 0% means no effect
Target sequence (Q01196 whole entry, looked up): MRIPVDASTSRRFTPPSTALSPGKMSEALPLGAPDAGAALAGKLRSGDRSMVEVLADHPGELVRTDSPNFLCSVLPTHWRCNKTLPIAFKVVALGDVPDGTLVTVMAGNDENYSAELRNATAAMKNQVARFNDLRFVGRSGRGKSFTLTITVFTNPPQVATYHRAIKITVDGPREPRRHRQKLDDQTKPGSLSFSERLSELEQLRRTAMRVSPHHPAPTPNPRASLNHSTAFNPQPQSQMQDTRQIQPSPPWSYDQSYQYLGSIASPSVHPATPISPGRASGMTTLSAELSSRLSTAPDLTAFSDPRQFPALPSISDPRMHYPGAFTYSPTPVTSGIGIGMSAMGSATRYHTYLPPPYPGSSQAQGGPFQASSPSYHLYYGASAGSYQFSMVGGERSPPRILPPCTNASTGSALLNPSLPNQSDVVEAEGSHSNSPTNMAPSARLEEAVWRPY
Target sequence (Q13951 whole entry, looked up): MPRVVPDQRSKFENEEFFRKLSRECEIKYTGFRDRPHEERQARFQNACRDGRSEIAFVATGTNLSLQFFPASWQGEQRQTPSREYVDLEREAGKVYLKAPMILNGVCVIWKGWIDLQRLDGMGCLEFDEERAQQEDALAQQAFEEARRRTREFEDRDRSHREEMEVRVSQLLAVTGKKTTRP
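Compounds were screened at multiple concentrations against a preformed CBF-beta(His)/RUNX1(biotin) complex (30 nM of each) for 15 min at room temperature, followed by 90 min with nickel and streptavidin beads and AlphaScreen reading.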
* hit, by the source's call; u = inconclusive; x = not tested or not shown; [ ] = another dose, or the depositor's remark. Unless noted, calls come from the whole dose curve; as a rule, active = well fitted curve in the direction sought with a large enough effect; inconclusive = small, poorly fitted or top-dose-only effect, or another doubt; inactive = no such curve, though single readings can be large; an effect the other way counts as inactive or inconclusive. Only part of the results is shown. The share of hits here may be higher or lower than overall.

Key to letters: A = LMNA splice mod; B = Luc counter; C = HttQ103 aggreg; D = NPSR antagonist; E = Epigenetic derep; F = IMPase Li cell; G = CBFb-RUNX1 inh
Compound: O=C1NN(c2ccccc2)C(=O)/C1=C/c1coc2ccccc2c1=O
  A = -5%	B = -2%	C = -13%	D = -15%	E = 1.2%	F = 6%	G = -5%

Compound: O=C(c1ccco1)N1CCN(C(c2ccc(Cl)cc2)c2nnnn2CC2CCCO2)CC1 (stereo not drawn)
  A = 6%	B = -4%	C = 4%	D = -13%[46.1 µM]	E = -2.1%	F = 27%[38.3 µM]	G = -6%

Compound: CN(C(=O)CSc1ncccc1C(=O)O)c1ccccc1
  A = -1%	B = 1%	C = 5%	D = -3%[46.1 µM]	E = 1.4%	F = 3%[38.3 µM]	G = 5%

Compound: COC(=O)C1NN=C(C(=O)c2ccc(Cl)cc2)C1c1ccc(OC)cc1 (stereo not drawn)
  A = u	B = 1%	C = -3%	D = -42%	E = 0.1%	F = 11%	G = -1%

Compound: Cc1ccccc1C(=O)NC1CCN(CC(=O)NCc2cccs2)CC1
  A = 12%[46 µM]	B = 2%	C = -3%	D = -3%	E = -0.8%	F = 4%	G = 2%

Compound: COC(=O)c1c(N)sc(C(=O)N2CCOCC2)c1C
  A = 7%	B = 5%	C = -8%	D = -10%[46.1 µM]	E = -1.1%	F = -3%[38.3 µM]	G = 9%

Compound: CCOc1ccc(C2/C(=C(\O)c3c(C)[nH]c(C(=O)OC)c3C)C(=O)C(=O)N2CCN(C)C)cc1 (stereo not drawn)
  A = 6%	B = -1%	C = -20%	D = 2%[46.1 µM]	E = 0.7%	F = u	G = 5%

Compound: CCOC(=O)c1nnn(-c2nonc2-n2cccc2)c1CCl
  A = u	B = -2%	C = 16%	D = -18%[46.1 µM]	E = 0.9%	F = -27%[38.3 µM]	G = 2%

Compound: CCOC(=O)N1CCN(C(=O)CSc2nnc(Cn3c(=O)sc4ccccc43)n2C)CC1
  A = -11%	B = -1%	C = -16%	D = -3%[46.1 µM]	E = 0.0%	F = 7%	G = -1%

Compound: COc1ccc(CNc2c(C(=O)O)cnc3c2cnn3C)cc1
  A = x	B = -3%	C = 20%	D = -13%	E = -2.3%	F = -1%	G = 9%

Compound: Cc1ccc(C)c(-n2c(-c3ccc4c(c3)OCO4)n[nH]c2=S)c1
  A = 9%	B = -1%	C = -10%	D = u	E = -0.5%	F = -16%[38.3 µM]	G = -1%

Compound: Cc1cc(C(=O)CSc2nc3ccccc3[nH]2)c(C)n1CC1CCCO1 (stereo not drawn)
  A = -1%	B = 0%	C = u	D = 1%[46.1 µM]	E = 1.8%	F = 28%[38.3 µM]	G = -8%

Compound: O=C(NCCCN1CCOCC1)c1c(F)cccc1F
  A = -7%	B = -6%	C = 9%	D = 20%[46.1 µM]	E = -1.5%	F = 4%[38.3 µM]	G = 10%

Compound: COc1ccc2cc(/C=N/O)c(Cl)nc2c1
  A = x	B = -8%	C = 9%	D = 8%	E = -3.4%	F = -1%	G = -2%

Compound: N#Cc1nc(-c2ccc(Cl)cc2)oc1NCC1CCCO1 (stereo not drawn)
  A = -21%[46 µM]	B = 3%	C = -22%	D = -11%	E = 4.1%	F = 2%	G = -3%

Compound: COc1cc(C(=S)N2CCCC2)cc(OC)c1OC
  A = x	B = 1%	C = 15%	D = 12%	E = -3.9%	F = -3%	G = 22%

Compound: O=C(N/C(=C\c1ccc([N+](=O)[O-])cc1)C(=O)N1CCCCC1)c1ccccc1Br
  A = u	B = 1%	C = 15%	D = 13%	E = 3.9%	F = -7%	G = -2%

Compound: Cc1nc(CS(=O)c2ccc(Cl)cc2)cc(N2CCOCC2)n1 (stereo not drawn)
  A = 1%	B = 0%	C = -5%	D = -1%[46.1 µM]	E = 0.0%	F = -21%[38.3 µM]	G = 11%

Compound: CCOC(=O)c1cc(-c2ccc3c(c2)OCO3)nc2onc(C)c12
  A = -2%	B = -1%	C = -5%	D = 8%[46.1 µM]	E = 1.3%	F = 25%[38.3 µM]	G = 24%

Compound: O=C(/C=C/c1ccc([N+](=O)[O-])cc1)NCCN1C(=O)S/C(=C\c2ccc(F)cc2)C1=O
  A = u	B = 0%	C = 4%[9.22 µM]	D = -35%	E = 9.5%	F = -6%	G = 4%

The final 5 entries of the section above lead into the next:
Key to letters: A = LMNA splice mod; B = Luc counter; C = HttQ103 aggreg; D = NPSR antagonist; E = Epigenetic derep; F = IMPase Li cell; G = CBFb-RUNX1 inh
Compound: COc1cc(C(=S)N2CCCC2)cc(OC)c1OC
  A = x	B = 1%	C = 15%	D = 12%	E = -3.9%	F = -3%	G = 22%

Compound: O=C(N/C(=C\c1ccc([N+](=O)[O-])cc1)C(=O)N1CCCCC1)c1ccccc1Br
  A = u	B = 1%	C = 15%	D = 13%	E = 3.9%	F = -7%	G = -2%

Compound: Cc1nc(CS(=O)c2ccc(Cl)cc2)cc(N2CCOCC2)n1 (stereo not drawn)
  A = 1%	B = 0%	C = -5%	D = -1%[46.1 µM]	E = 0.0%	F = -21%[38.3 µM]	G = 11%

Compound: CCOC(=O)c1cc(-c2ccc3c(c2)OCO3)nc2onc(C)c12
  A = -2%	B = -1%	C = -5%	D = 8%[46.1 µM]	E = 1.3%	F = 25%[38.3 µM]	G = 24%

Compound: O=C(/C=C/c1ccc([N+](=O)[O-])cc1)NCCN1C(=O)S/C(=C\c2ccc(F)cc2)C1=O
  A = u	B = 0%	C = 4%[9.22 µM]	D = -35%	E = 9.5%	F = -6%	G = 4%

Compound: CNC(=O)C1CC(=O)N(Cc2ccc(OC)c(OC)c2)C(=Nc2ccc(OC)cc2)S1 (stereo not drawn)
  A = -4%	B = -2%	C = 16%	D = -4%[46.1 µM]	E = -1.1%	F = -25%[38.3 µM]	G = 4%

Compound: O=C(N/N=C/c1ccco1)c1cc(=O)[nH]c2ccccc12
  A = x	B = -3%	C = -13%	D = 15%	E = 2.3%	F = 11%	G = -10%

Compound: CSc1c(-c2ccccn2)c(N)nn1C(=O)C1CC1
  A = u	B = x	C = 4%[9.22 µM]	D = -10%	E = 1.1%	F = x	G = 15%

Compound: NC(=O)[C@@H]1CC2(CC(c3cccc(NC(=O)[C@H]4CCC(=O)N4)c3)=NO2)CN1C(=O)COc1ccc(Cl)cc1 (stereo partly drawn)
  A = x	B = x	C = -12%[9.22 µM]	D = 20%	E = -2.3%	F = x	G = 11%

Compound: CC(C)c1nnc(-c2ccc(Cl)cc2)c(N(C)C)n1
  A = 14%	B = 0%	C = -3%	D = -12%[46.1 µM]	E = -2.3%	F = -2%[38.3 µM]	G = 6%

Compound: O=C(CCCN1C(=O)/C(=C/c2ccco2)SC1=S)Nc1ccccc1C(=O)O
  A = x	B = x	C = -15%[9.22 µM]	D = -23%	E = 0.1%	F = x	G = x

Compound: COc1cc(NC(=O)CSc2nc3ccccc3n2-c2ccccc2)c(C)cc1[N+](=O)[O-]
  A = u	B = -3%	C = 15%	D = -11%	E = -0.9%	F = 4%	G = 0%

Compound: c1ccc(-c2nc3ccccc3c3nc4ccccc4n23)cc1
  A = -2%	B = -3%	C = 1%	D = 12%[46.1 µM]	E = 1.0%	F = 5%	G = -1%

Compound: O=C(CCCCCCCCCCCCC1CCCC1)Nc1ccc(S(=O)(=O)c2ccc(NC(=O)CCCCCCCCCCCCC3CCCC3)cc2)cc1
  A = x	B = 2%	C = 25%	D = x	E = -1.3%	F = -10%	G = 6%

Compound: Cc1cccn2c(=O)c3cc(C(=O)NCc4ccco4)c(=N)n(C(C)C)c3nc12
  A = -9%	B = 0%	C = 7%	D = 5%[46.1 µM]	E = -1.2%	F = 36%[activator][38.3 µM]	G = -3%

Compound: CCOc1ccc(N2C(=O)C3ON(c4ccccc4)C(c4cccs4)C3C2=O)cc1 (stereo not drawn)
  A = u	B = -3%	C = -33%[9.22 µM]	D = 5%	E = 1.1%	F = 31%	G = 3%

Compound: COc1ccc(C(=O)CSc2ccc(-c3ccco3)nn2)cc1
  A = -8%	B = -1%	C = -7%	D = 1%	E = 0.0%	F = -2%	G = -16%

Compound: CNC(=O)CSc1nnc(SCCC(=O)O)s1
  A = -2%	B = 0%	C = 5%	D = 16%	E = -3.0%	F = -11%	G = -19%

Compound: O=C(N/N=C\c1ccc([N+](=O)[O-])o1)C1COc2ccccc2O1 (stereo not drawn)
  A = x	B = 1%	C = -32%	D = -22%	E = -4.2%	F = 3%	G = 5%

Compound: Cc1cccc(OCC(=O)Nc2nnn(C)n2)c1C
  A = -11%	B = -6%	C = 21%	D = 10%[46.1 µM]	E = 2.4%	F = 1%	G = 5%

Compound: O=C(NCc1ccccc1)C(=O)NCC1OCCN1S(=O)(=O)c1ccc([N+](=O)[O-])cc1 (stereo not drawn)
  A = -8%[46 µM]	B = -3%	C = -7%	D = 15%	E = 5.3%	F = -6%	G = -7%

Compound: O=C(CN(c1ccccc1)S(=O)(=O)c1ccccc1)NCCSCc1ccco1
  A = 11%	B = 0%	C = 8%	D = -16%[46.1 µM]	E = -2.1%	F = -1%[38.3 µM]	G = u

Compound: Cc1cc(C)n(C(=O)CCCCCC(=O)n2nc(C)cc2C)n1
  A = -8%	B = 2%	C = -19%	D = -12%[46.1 µM]	E = 1.0%	F = 12%	G = 0%

Compound: CCOC(=O)C1=NNC2(CC(=O)N(c3cccc(C)c3)C2=O)C1 (stereo not drawn)
  A = x	B = x	C = -1%[9.22 µM]	D = 17%	E = -1.7%	F = x	G = 3%

Compound: CCC(C(=O)Nc1ncccn1)(C(F)(F)F)C(F)(F)F
  A = -10%	B = 0%	C = 0%	D = -7%[46.1 µM]	E = -4.8%	F = 7%[38.3 µM]	G = 15%

Compound: CN(C)c1ccc(-c2cc([C@H]3[C@@H]4C=CCC[C@@]4(C)C(=O)N3Cc3ccccc3)ccc2F)cc1
  A = x	B = x	C = -2%[9.22 µM]	D = u	E = -1.7%	F = x	G = u

Compound: CCN1CCN(Cc2ccc(NC(=O)c3cc(NC(=O)c4cncc(-c5ccc(C#N)cc5)c4)cc(OC)c3)cc2C(F)(F)F)CC1
  A = x	B = x	C = 28%[9.22 µM]	D = -45%	E = 2.0%	F = x	G = u

Compound: COC(=O)C1(Cc2ccccc2)NC(c2ccc(F)cc2)C2C(=O)N(C)C(=O)C21 (stereo not drawn)
  A = -11%	B = -1%	C = -3%	D = -9%	E = -1.1%	F = 6%	G = 1%

Compound: Cn1c(N/N=C2\CCCc3ccccc32)nc2c1c(=O)n(Cc1ccc(F)cc1)c(=O)n2C
  A = -10%	B = 4%	C = -8%	D = 4%	E = -0.1%	F = 13%	G = -1%
